M17LAP inhibition = P. falciparum M17LAP inhibitors, primary screen, biochemical, fluorogenic H-Leu-NHMec substrate, 1536-well (AID 1619) | recombinant M17LAP, H-Leu-NHMec fluorogenic kinetic assay; higher % means a stronger effect | inhibition, % at 30 µM; hits with a dose series show IC50 in µM | hit rate 0.38% among 220,000;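 active means compound inhibiting the enzyme by more than half at any dose during confirmatory dose-response retesting; inconclusive means strong single-dose inhibitors picked by rank but not retested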;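 further: plate controls were full reaction with DMSO carrier for no effect and no enzyme background for full effect; strong numbers were not always called active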
XIAP antagonists = small molecules displacing peptide from XIAP – biochemical, IAP family, fluorescence polarization (AID 1018). XIAP BIR domain, fluorescence polarization peptide displacement; higher % means a stronger effect. hit rate 0.007% among 200,000. displacement, % at 20 µM, or IC50 in µM where a hit was titrated; in the data active means displacement above about 50%; further: a part of the inactive calls stands beside numbers as strong as those of hits
human PMI inhibitors = human PMI inhibitors, high substrate, primary screen, biochemical, fluorescence intensity, high mannose 6-phosphate (AID 1220); recombinant PMI enzyme, coupled fluorescence intensity; higher % means a stronger effect; one-dose inhibition, % at 20 µM; IC50 in µM for titrated hits; hit rate 0.66% among 190,000
P. falciparum M1AAP = malaria alanyl aminopeptidase activity blockers – biochemical, fluorogenic H-Leu-NHMec substrate, 1536-well (AID 1445) | one-dose inhibition, % at 30 µM; IC50 in µM for titrated hits | hit rate 0.42% among 220,000 | recombinant M1AAP, H-Leu-NHMec fluorogenic kinetic assay; higher % means a stronger effect;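 active means primary inhibition above the hit cutoff, then over 50% inhibition at one or more dose response concentrations, cut at about 23% in these data, passing the limit was not always enough; inconclusive means conflicting primary data, or primary hits not chosen for dose response; inactive means low primary inhibition, or under 50% at every dose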;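 further: plate controls were DMSO full reaction for no effect and no enzyme background for full effect; strong numbers were not always called active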
Myeloid diff MLP = compounds promoting myeloid differentiation | ER-HoxA9 myeloid progenitors, lysozyme-GFP differentiation, flow cytometry | calls only at 10 µM | hit rate 1% among 360,000 | AID 624256;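 active means normalized GFP-positive differentiation at or above the plate's own cutoff, the solvent-only control mean plus 3 SD; inconclusive means no clear call, values can overlap the other calls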;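 further: cells exposed to compound for four days before flow analysis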
human PMI inhibition = inhibitors of human PMI, primary screen, biochemical, fluorescence intensity, coupled assay (AID 1209). purified PMI enzyme, coupled fluorescence intensity; higher % means a stronger effect. inhibition, % at 20 µM, or IC50 in µM where a hit was titrated. hit rate 0.42% among 190,000;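 further: plate controls were DMSO vehicle for no effect and wells lacking substrate for full effect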
LYP inhibition = PTPN22 lymphoid phosphatase activity blockers – biochemical, fluorescence intensity, uHTS (AID 1779) | recombinant LYP phosphatase, fluorescence intensity; higher % means a stronger effect | inhibition, % at 11.5 µM; hits with a dose series show IC50 in µM | hit rate 0.054% among 290,000;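 further: plate controls were vehicle with enzyme for no effect and no enzyme for full effect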
TNAP activators = stimulation of alkaline phosphatase TNAP activity – biochemical, luminescent, no phosphate acceptor, uHTS, primary screen (AID 1001); purified TNAP, luminescent activation assay, no phosphate acceptor; higher activation fold means a stronger effect; hit rate 0.03% among 200,000; activation fold at 20 µM, or EC50 in µM where a hit was titrated; in the data active means activation fold from about 3, or a potency from the dose series; inactive means the rest, 99 in 100 with activation fold below about 1.6; further: many of its hits are not listed in these tables
CSM14.1 death rescue = protection against thapsigargin-triggered cell killing – 384-well, CSM14.1, ATP luminescence, primary screen (AID 1222). cellular ATP content (survival), % at 20 µM, or EC50 in µM where a hit was titrated. 190,000 tested, under 10 active. CSM14.1 thapsigargin-induced death rescue, ATP luminescence; higher % means a stronger effect;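 active means EC50 below 50 µM in the dose-response confirmation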;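 further: death triggered by thapsigargin at about 15 µM added after 2 h compound pretreatment; cell ATP read after overnight thapsigargin exposure of roughly 18 to 22 hours; normalized against plate controls of thapsigargin alone and 5% DMSO vehicle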
Myeloid diff MLP GFP+ MAC1+ % = further read-out of Myeloid diff MLP, marked with its call; GFP+ MAC1+ double positive, %; measured here: differentiation confirmed by MAC1 staining
Starred values were filed as active, the others as inactive; i = inactive; u = inconclusive; x = not tested or not shown. Unless noted, no stated cut-off is given here; in the data, active means inhibition above about 50%; inactive means the rest. A portion of the library; count on the stated rates, not on these rows.

SMILES	M17LAP inhibition	XIAP antagonists	human PMI inhibitors	P. falciparum M1AAP	Myeloid diff MLP	Myeloid diff MLP GFP+ MAC1+ %	human PMI inhibition	LYP inhibition	TNAP activators	CSM14.1 death rescue
CCN(CC)c1ccc(C=C2C(=O)NC(=S)NC2=O)cc1	12%	x	x	11%	i	0.7	x	0%	x	x
CC1NCCC2(O)CCCCC12 (centres undefined)	3%	-5.1%	-13%	-1%	i	0.3	-16%	-2%	1	-1.0%
COc1ccc(/C=C/C(=O)c2c(O)n(CCC3=CCCCC3)c(=O)[nH]c2=O)cc1	20%	-12%	-2%	4%	i	0.9	8%	-9%	1	-1.7%
Cc1ccc(C)c(-n2c(C)nc3ccccc3c2=O)c1	1%	x	x	3%	i	0.2	x	-2%	x	x
Cc1ccc(-n2c(O)c(C=NCCCn3ccnc3)c(=O)[nH]c2=O)cc1	3%	x	x	-2%	i	0.2	x	-2%	x	x
CCOC(=O)C(O)(c1ccc(N(CC)C(=O)OC)cc1)C(F)(F)F (centres undefined)	-4%	-2.6%	1%	0%	i	2.0	2%	-1%	1.1	-1.7%
C=CCn1c(O)c(C(=O)CCCCCC)c(=O)[nH]c1=O	20%	1.8%	9%	0%	i	1.5	3%	1%	1.1	1.2%
O=C(Cn1c(=O)n(CC2CS2)c2ccccc21)N1CCCCCC1 (centres undefined)	17%	1.0%	3%	-1%	i	0.5	4%	-6%	1.1	-1.2%
Cc1cccc(NP(=O)(Oc2ccccc2F)Oc2ccccc2F)c1	-7%	-5.4%	20%	-5%	i	0.5	26%	5%	1.1	-0.8%
CN(C)CP(=O)(O)CN(C)C=O	-2%	-2.0%	-3%	-3%	i	0.5	-3%	-9%	1.1	-2.8%
COc1ccc(CCn2c(O)c(/C=N/NC(=O)c3ccncc3)c(=O)[nH]c2=O)cc1OC	32%	-6.4%	-13%	23%	i	0.8	16%	-6%	1.7	-1.8%
O=c1c2ccc(Cl)cc2[nH]c(=S)n1-c1cccnc1	11%	1.9%	1%	3%	i	0.3	-6%	-3%	1.1	-1.4%
CCOP(=O)(OCC)C(NC(=O)c1cccc2ccccc12)C(Cl)(Cl)Cl (centres undefined)	4%	-4.8%	-11%	4%	i	0.6	-11%	-4%	1.9	-3.4%
C=COCCn1c(C)c(C(=O)OCC)c2cc(O)ccc21	17%	-3.5%	21%	1%	i	2.3	14%	-3%	1	-1.7%
O=C(c1ccc(N2CCCCC2)c([N+](=O)[O-])c1)N1CCC2(CC1)OCCO2	13%	-5.0%	-8%	8%	i	0.3	-4%	-6%	0.9	8.6%
CCOC(=O)C1(CCc2ccccc2)CCN(Cc2cccc3cnccc23)CC1	-3%	-11%	20%	0%	i	1.1	25%	-6%	1.1	-1.6%
C=CCOC(=O)COc1cc(C)cc2oc(=O)c3c(c12)CCC3	-8%	-7.0%	8%	4%	i	1.2	13%	-5%	1.1	2.2%
Cc1cc(C)c2c(c1)-c1cc(C)nn1C(c1cccnc1)N2 (centres undefined)	4%	2.4%	3%	11%	i	1.6	3%	2%	1.1	1.7%
CN(C)P(=S)(Nc1ccccc1)C(Cl)(Cl)Cl (centres undefined)	-6%	-6.2%	-2%	9%	i	0.2	-1%	-4%	1	-1.0%
CCOc1ccc(N2C(=O)NC(=O)/C(=C\c3ccc(N4CCCCC4)o3)C2=O)cc1	6%	-11%	4%	20%	i	1.5	8%	1%	0.7	-3.3%
O[C@H]1[C@H](O)[C@@H](O)CN2CC[C@H](O)[C@H]12	-6%	2.7%	-6%	6%	i	1.6	-4%	-2%	1.1	11%
N#CC(C#N)=Cc1ccc(C=C(C#N)C#N)cc1	10%	x	x	12%	i	1.0	x	-3%	x	x
O=C(c1ccc(CNS(=O)(=O)c2ccccc2)cc1)N1CCC2(CC1)OCCO2	2%	-6.4%	-14%	-1%	i	0.4	-8%	4%	1	0.5%
Cc1cc(Cl)ccc1C(=O)C1CCCN(C2CCSCC2)C1 (centres undefined)	-5%	-7.9%	-10%	5%	i	0.0	-10%	-6%	1	-3.3%
CC12CNCC(C)(CNC1)C2O (centres undefined)	-4%	-7.5%	6%	3%	i	0.8	-7%	-2%	1	-0.6%
CCN(CC)CCN1Cc2ccccc2C1=N	-3%	-2.4%	11%	2%	i	0.9	9%	-6%	1.1	-1.9%
CCCCNC(=O)c1c(N)n(CCCOC)c2nc3ccccc3nc12	-38%	1.5%	41%	5%	i	0.6	41%	3%	1.1	4.2%
O=c1c2cc(Cl)cc(Cl)c2nc(CN2CCOCC2)n1-c1ccccc1F	-10%	-10%	-11%	5%	i	0.9	-5%	-6%	1.1	-1.8%
O=C1NC(=S)NC(=O)C12C(c1ccccc1)NC(=S)NC2c1ccccc1 (centres undefined)	13%	-3.4%	-16%	6%	i	0.2	-6%	-2%	1.1	-1.8%
Cn1c(O)c(C=NCCOc2ccc(Cl)cc2)c(=O)n(C)c1=O	4%	-2.6%	-1%	0%	i	0.4	3%	2%	1.1	-4.7%
O=c1c(C=Nc2cccnc2Cl)c(O)n(CCCCl)c(=O)n1C1CCCCC1	15%	-7.3%	-20%	7%	i	1.1	-5%	0%	0.8	2.4%
CCOP(=O)(Cc1cc(C#N)oc1C)OCC	7%	-2.9%	4%	2%	i	1.2	-10%	-4%	1.1	2.6%
CCCCn1c(O)c(C=NCCCN(CC)CC)c(=O)[nH]c1=O	3%	-2.0%	-9%	8%	i	0.7	-5%	-5%	1.1	1.9%
Cc1c(C(c2ccc(Br)cc2)c2c(O)c3ccccc3oc2=O)c(=O)n(-c2ccccc2)n1C (centres undefined)	0%	-8.8%	-11%	9%	i	0.6	-7%	-28%	1.1	-0.5%
CC(C)N1CCN(Cc2cc3c(cc2Cl)OCO3)CC1CCO (centres undefined)	15%	x	x	4%	i	0.2	x	-2%	x	x
CCN(CC)C1=NC(=[N+](CC)CC)c2ccccc21	4%	-2.3%	-9%	2%	i	2.9	-12%	-2%	1	0.5%
CC(=O)C1C2c3ccccc3OC1(C)N=c1s/c(=C/c3cnn(C)c3)c(=O)n12 (centres undefined)	18%	-2.7%	-1%	11%	i	0.8	5%	-3%	1.2	0.8%
CC(C)(C)P(=O)(N1CCOCC1)N1CCOCC1	-4%	-6.1%	-4%	-2%	i	0.2	-4%	-3%	1.1	0.3%
CCc1ccc(NC(=O)C(C)OC(=O)c2c(C)nn(Cc3ccccc3)c2Cl)cc1 (centres undefined)	-12%	-2.0%	16%	-7%	i	0.8	22%	1%	1.1	-0.4%
Cc1nn(Cc2ccccc2)c(C)c1C(=O)OCC(=O)Nc1cc(S(C)(=O)=O)ccc1Cl	3%	-5.4%	5%	3%	i	0.7	-10%	-1%	1.1	0.5%
CCOc1ccc(-n2c(O)c(C=Nc3ccc(NC(C)=O)cc3)c(=O)[nH]c2=O)cc1	10%	x	x	17%	i	0.6	x	-3%	x	x
CSc1ncc(Cl)c(C(=O)O)n1	-2%	-5.1%	1%	7%	i	0.8	2%	-11%	1.1	-0.7%
COc1ccccc1N=Nc1c(O)[nH]c(=S)[nH]c1=O	13%	-2.5%	5%	30%	i	0.3	6%	0%	0.7	2.4%
COc1ccccc1N1CCN(Cc2cnc(-c3ccccc3)[nH]2)CC1	2%	x	x	-1%	i	0.8	x	-4%	x	x
COC(=O)c1c(N)n(Cc2ccc(OC)cc2)c2nc3ccccc3nc12	-61%	-1.2%	0%	14%	i	0.6	6%	-21%	1.1	-0.8%
CC1(C)C2([N+](=O)[O-])CNCC1([N+](=O)[O-])CNC2	12%	44%	-10%	6%	i	0.4	-7%	-6%	1.1	-1.7%
Cc1ccc(C(=O)N/C(=C\Cl)P(=O)(c2ccccc2)c2ccccc2)cc1	4%	-9.2%	-8%	1%	i	0.4	-9%	-11%	1.2	-0.1%
CCCCn1c(O)c(/C=N/N2CCOCC2)c(=O)[nH]c1=S	14%	x	x	8%	i	0.5	x	0%	x	x
CC(C)c1ccc(-n2c(O)c(/C=N/N3CCOCC3)c(=O)[nH]c2=S)cc1	26%	x	x	4%	i	0.5	x	-4%	x	x
CCOP(=O)(OCC)C(NC(=O)NC)C(N)=O (centres undefined)	-9%	x	x	-3%	i	0.1	x	-4%	x	x
New compounds follow
SMILES	M17LAP inhibition	XIAP antagonists	human PMI inhibitors	P. falciparum M1AAP	Myeloid diff MLP	Myeloid diff MLP GFP+ MAC1+ %	human PMI inhibition	LYP inhibition	TNAP activators	CSM14.1 death rescue
N=c1sc2c(n1Cc1ccccc1)CCCC2	-13%	-4.1%	4%	7%	i	5.1	-3%	-3%	1.1	-1.7%
O=C(c1cccs1)c1cn(Cc2ccccc2Cl)c2ccccc12	1%	-0.7%	12%	5%	i	1.6	12%	0%	1.1	7.3%
CCC(=NCc1cccnc1)c1c(O)n(-c2ccccc2)c(=O)[nH]c1=O	15%	x	x	6%	i	0.5	x	-8%	x	x
O=C(N/N=C/c1c(O)n(CCC2=CCCCC2)c(=S)[nH]c1=O)c1ccccc1	3%	-1.0%	-26%	13%	i	0.6	-8%	4%	1.4	-3.6%
CC(C)[N+]12CCC(CC1)C(C(O)(c1ccccc1)c1ccccc1)C2 (centres undefined)	12%	x	x	14%	i	0.4	x	-5%	x	x
CCOC(=O)c1cc(C)n(CCc2cnc[nH]2)c1C	-6%	0.8%	2%	12%	i	0.7	-5%	36%	1	3.3%
O=C1NC(=S)NC(=O)C1C/C=C/c1ccccc1	16%	-6.7%	-68%	5%	i	5.7	-31%	-3%	1.3	-0.2%
NC(=S)c1cn(C2OC(CO)C(O)C2O)c2ncnc(N)c12 (centres undefined)	6%	x	x	-3%	u	x	x	-6%	x	x
O=c1[nH]c2ccccc2n1CCCN1CCC(n2c(=O)[nH]c3cc(Cl)ccc32)CC1	-10%	-2.1%	-11%	2%	i	0.8	-12%	-6%	0.3	-2.1%
Cn1c(O)c(C(=O)c2ccccc2Cl)c(=O)n(C)c1=O	17%	-8.7%	-17%	8%	i	0.8	-16%	-7%	1.1	-1.3%
COc1ccc(N2C(=O)NC(=O)/C(=C/c3ccc4c(c3)Cc3ccccc3-4)C2=O)cc1	2%	-5.5%	-33%	8%	x	x	-26%	1%	1.1	0.3%
CCCCN1C(=O)/C(=C\c2ccco2)C(=O)N(CCc2ccccc2)C1=O	-8%	-3.6%	-84%	8%	i	0.4	-33%	1%	1.1	-1.7%
CCN(CC)C(=O)c1ccc2c(c1)C1C(Cl)C(Sc3ccccc3[N+](=O)[O-])CC1C(C(=O)O)N2 (centres undefined)	20%	x	x	20%	i	0.6	x	6%	x	x
OC(c1ccc(F)cc1)(c1ccc(F)cc1)[C@@H]1CCCN1	6%	-13%	10%	0%	i	0.7	10%	-8%	1.1	-0.4%
